High-throughput results (PubChem)
HIV peptide binding = inhibitors of HIV fusion peptide binding, primary screen, biochemical, uHTS, fluorescence dequenching (AID 1986) | cell-free peptide binding, fluorescence dequenching, 30 min; higher % means a stronger effect | inhibition, % at 20 µM; hits with a dose series show IC50 in µM | 290,000 tested, 0.3% active; in the data active means inhibition mostly above about 52%, no sharp cut-off; inactive means mostly below about 76%; further: some results filed as inactive read as strong as hits
NTR1 agonist = agonists of NTR1, primary screen, imaging, U2OS cells, beta-arrestin-GFP, high content (AID 493036); 330,000 tested, 0.17% active; activation, % at 20 µM; NTR1-U2OS beta-arrestin-GFP spot imaging, agonist mode; P30989;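 active means activation at or above 40% of the spot to cytoplasm intensity ratio, with at least 20 cells analyzed; inconclusive means wells under 20 cells, flagged as cytotoxic or low count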;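 further: 0% = DMSO without peptide and 100% = 100 nM NTR1 peptide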
Target sequence (P30989 whole entry, looked up): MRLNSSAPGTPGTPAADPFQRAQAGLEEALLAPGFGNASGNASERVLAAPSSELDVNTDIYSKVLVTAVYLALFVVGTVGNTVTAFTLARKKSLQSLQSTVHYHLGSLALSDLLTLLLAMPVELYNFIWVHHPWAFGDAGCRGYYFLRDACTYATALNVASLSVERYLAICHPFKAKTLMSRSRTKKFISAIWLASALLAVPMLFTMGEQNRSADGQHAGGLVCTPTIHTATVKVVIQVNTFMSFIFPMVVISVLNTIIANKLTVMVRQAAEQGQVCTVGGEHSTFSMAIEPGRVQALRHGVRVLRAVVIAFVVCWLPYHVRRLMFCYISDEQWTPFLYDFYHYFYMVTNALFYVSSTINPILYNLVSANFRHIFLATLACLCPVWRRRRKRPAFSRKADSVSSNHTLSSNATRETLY
Siah-1 displacement = blockers of Siah-1 interaction with plectin peptide – biochemical, fluorescence polarization, rhodamine-plectin, uHTS, primary screen (AID 1817); Siah-1 / rhodamine-plectin peptide fluorescence polarization; higher % means a stronger effect; displacement, % at 20 µM; hits with a dose series show IC50 in µM; 290,000 tested, 0.02% active;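 active means displacement of at least 50% at 20 µM, with a fluorescence ratio check between 0.3 and a set limit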;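 further: plate controls were Siah plus tracer with DMSO for no effect and tracer alone without Siah for full effect; strong numbers were not always called active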
MgcRacGAP inhibition = MgcRacGAP GTPase-activating activity inhibitors, confirmation, biochemical, ADP Hunter fluorescence. MgcRacGAP-stimulated Rac1 GTP hydrolysis, ADP Hunter fluorescence; higher % means a stronger effect; GST-tagged Rac1 F28L mutant substrate. inhibition, % at 30 µM, or IC50 in µM where a hit was titrated. 340,000 tested, 0.6% active. AID 624330;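 active means first-screen hits whose inhibition reached a set limit at any dose in the follow-up dose series; inconclusive means inhibition above the set first-screen limit but never retested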;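 further: fluorescence reports GDP produced by GAP-driven GTP hydrolysis; strong numbers were not always called active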
GPR35 antagonists = GPR35 antagonists blocking zaprinast-driven arrestin recruitment, primary screen, imaging, U2OS, beta-arrestin-GFP, zaprinast agonist (AID 2058); U2OS GPR35 beta-arrestin-GFP translocation imaging, zaprinast antagonism; higher % means a stronger effect; inhibition, % at 10 µM, or IC50 in µM where a hit was titrated; 290,000 tested, 0.052% active;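 active means inhibition of at least 50% with at least 30 cells and total cytoplasm GFP at most 10,000,000; inconclusive means under 30 cells or total GFP of 10,000,000 plus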
Myeloid diff 2 = myeloid differentiation induction. AID 624256. 360,000 tested, 1% active. ER-HoxA9 myeloid progenitors, lysozyme-GFP differentiation, flow cytometry. calls only at 10 µM;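 active means normalized GFP-positive differentiation at or above the plate's own cutoff, the solvent-only control mean plus 3 SD; inconclusive means no clear call, values can overlap the other calls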;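 further: cells exposed to compound for four days before flow analysis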
LYP inhibition = PTPN22 lymphoid phosphatase activity blockers – biochemical, fluorescence intensity, uHTS (AID 1779). recombinant LYP phosphatase, fluorescence intensity; higher % means a stronger effect. inhibition, % at 11.5 µM, or IC50 in µM where a hit was titrated. 290,000 tested, 0.054% active; in the data active means inhibition above about 50%;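 further: plate controls were vehicle with enzyme for no effect and no enzyme for full effect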
Salmonella PhoP GFP = PhoP-dependent GFP reporter repression – Salmonella Typhimurium, primary screen (AID 1863); S. Typhimurium PhoP-regulated promoter GFP reporter, 4 h; higher % means a stronger effect; inhibition, % at 50 µM, or IC50 in µM where a hit was titrated; 300,000 tested, 0.16% active;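 active means inhibition over 29.93%, a cutoff 3 SD above the screen mean, later confirmed by dose response; inconclusive means inhibition over 29.93% but no dose response follow-up; inactive means inhibition at most 29.93% or unconfirmed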;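 further: 0% = low Mg2+ inducing control and 100% = high Mg2+ repressing control; strong numbers were not always called active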
GPR55 antagonists = GPR55 antagonists blocking LPI-driven arrestin recruitment, primary screen, imaging, U2OS, beta-arrestin-GFP, LPI agonist (AID 2013); 290,000 tested, 0.13% active; inhibition, % at 10 µM; hits with a dose series show IC50 in µM; U2OS GPR55 beta-arrestin-GFP translocation imaging, LPI antagonism; higher % means a stronger effect;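 active means spots per cell inhibited over 60%, with over 100 cells counted and total cytoplasm intensity under 500,000; inconclusive means wells with under 100 cells, flagged as likely toxic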;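 further: U2OS cells stably carrying GPR55 and arrestin-GFP stimulated by 5 µM LPI near EC80; imaged beta-arrestin-GFP aggregate spots per cell after agonist stimulation; plate controls were LPI-stimulated DMSO wells for no effect and DMSO wells without LPI for full effect; some results filed as inactive read as strong as hits; confirmed hits need IC50 under 10 µM and bright autofluorescent wells are also inconclusive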
NTR1 agonist cell count 20 µM = further read-out of NTR1 agonist, marked with its call; cell count; measured here: cell count, cytotoxicity flag
Myeloid diff 2 GFP+ MAC1+ % = second read-out of Myeloid diff 2, no call of its own (marks repeat the call); GFP+ MAC1+ double positive, %; measured here: differentiation confirmed by MAC1 staining
* hit, by the source's call; i = inactive; ? = inconclusive; · = not tested or not shown.

SMILES	HIV peptide binding	NTR1 agonist	NTR1 agonist cell count 20 µM	Siah-1 displacement	MgcRacGAP inhibition	GPR35 antagonists	Myeloid diff 2	Myeloid diff 2 GFP+ MAC1+ %	LYP inhibition	Salmonella PhoP GFP	GPR55 antagonists
CCn1c(C)nc2cc(C(=O)OCCC(F)(F)F)ccc21	3.4%	-0.8	40	3%	13%	-1%	i	0.5	-6%	-11%	3%
COCCn1c(C)cc(/C=C2\NC(=S)N(C)C2=O)c1C	12%	-1.0	77	10%	10%	-6%	i	1.0	-8%	4%	10%
Cc1cccc(OCC(=O)Nc2ccncc2)c1C	0.9%	-0.5	52	12%	10%	6%	i	0.9	-4%	-5%	-12%
CCCn1c(SCC(=O)NCc2ccc(F)cc2)n[nH]c1=O	-1.9%	0.6	53	7%	6%	-8%	i	0.0	-6%	9%	4%
O=C(c1cnccn1)N1CCCC(N2CCN(c3cccc(Cl)c3)CC2)C1 (configuration not stated)	-1.8%	0.1	61	10%	9%	17%	i	0.8	-7%	-3%	13%
CC(=O)c1cccc(NC(=S)NC(=O)c2cccc(C)c2)c1	0.6%	·	·	4%	5%	-16%	i	0.2	-6%	12%	0%
CCOc1ccc(N(CC(=O)Nc2ccc(C)c(F)c2)C2=NC3CS(=O)(=O)CC3S2)cc1 (configuration not stated)	-1.0%	0.4	79	-3%	10%	6%	i	10	1%	-2%	3%
CCC(C)NC(=S)Nc1ccc(F)cc1 (configuration not stated)	-0.7%	1.3	55	5%	2%	-2%	i	0.5	-4%	-11%	-3%
CN(Cc1ccccc1)C1CC(=O)N(c2ccc(C(=O)O)cc2)C1=O (configuration not stated)	0.9%	-2.2	60	6%	-8%	23%	i	11	3%	-21%	5%
C=CCNC(=O)CN(c1ccc(F)cc1)S(=O)(=O)c1ccc(OC)cc1	-0.1%	-0.4	38	-1%	4%	-14%	i	1.1	-5%	8%	1%
CC1(C)CC(=O)C2=C(C1)N(CCN1CCOCC1)C1=C(C(=O)CC(C)(C)C1)C2c1ccc(Cl)cc1	1.0%	4.2	59	8%	2%	10%	i	0.5	-8%	-6%	-1%
COc1ccccc1NC(=O)c1ccc(NS(C)(=O)=O)cc1	0.3%	0.3	45	-6%	9%	11%	i	0.7	-5%	-10%	5%
Cc1cccc(NS(=O)(=O)c2ccc(-c3ccc(=O)[nH]n3)o2)c1	-1.7%	-1.4	61	-3%	5%	-2%	i	1.4	-12%	-2%	7%
COc1ccccc1-c1noc2ncnc(Nc3ccccc3C)c12	-0.1%	0.8	76	-3%	4%	-12%	i	0.4	-4%	·	-2%
CCOC(=O)C1(Cc2ccccc2)CCCN(Cc2cnn(CC)c2)C1 (configuration not stated)	-1.6%	-0.8	55	-2%	9%	8%	i	0.8	-6%	5%	7%
COc1ccc(N(CC(=O)N/N=C/c2ccccc2F)S(=O)(=O)c2ccccc2)cc1	0.4%	0.8	110	1%	11%	6%	i	0.5	9%	-3%	3%
Cc1cccc2cc(C#N)c(N3CCC(O)CC3)nc12	3.6%	2.6	29	2%	1%	5%	i	2.1	-10%	-12%	2%
O=S(=O)(c1ccc(Cl)cc1)c1cnc2ccccc2n1	-1.4%	-0.5	82	-2%	2%	-14%	i	0.3	-5%	6%	14%
COC(=O)CSc1nnc2cc(C)c3ccccc3n12	-0.7%	-0.7	52	-4%	9%	-12%	i	0.8	-4%	-1%	-9%
Cc1nn(C(C)(C)C)c(OC(=O)c2ccco2)c1Sc1ccccc1	0.4%	4.4	81	5%	13%	-9%	i	2.3	7%	2%	7%

Part of the list above, showing only Myeloid diff 2, NTR1 agonist cell count 20 µM and GPR55 antagonists:
| Structure | Myeloid diff 2 | NTR1 agonist cell count 20 µM | GPR55 antagonists |
| --- | --- | --- | --- |
| COc1ccccc1-c1noc2ncnc(Nc3ccccc3C)c12 | i | 76 | -2% |
| CCOC(=O)C1(Cc2ccccc2)CCCN(Cc2cnn(CC)c2)C1 (configuration not stated) | i | 55 | 7% |
| COc1ccc(N(CC(=O)N/N=C/c2ccccc2F)S(=O)(=O)c2ccccc2)cc1 | i | 110 | 3% |
| Cc1cccc2cc(C#N)c(N3CCC(O)CC3)nc12 | i | 29 | 2% |

Remaining list, next part.
SMILES	HIV peptide binding	NTR1 agonist	NTR1 agonist cell count 20 µM	Siah-1 displacement	MgcRacGAP inhibition	GPR35 antagonists	Myeloid diff 2	Myeloid diff 2 GFP+ MAC1+ %	LYP inhibition	Salmonella PhoP GFP	GPR55 antagonists
O=C(NN1C(=O)C2C3CCC(O3)C2C1=O)c1ccc(Cl)cc1 (configuration not stated)	2.3%	2.4	49	7%	4%	-6%	i	0.8	-10%	-8%	6%
Cc1ccc(S(=O)(=O)N2CCC(C(=O)N3Cc4ccccc4C3)CC2)cc1	0.7%	0.6	78	4%	2%	-4%	i	0.9	-5%	5%	-29%
CCOC(=O)C1=C(c2ccccc2)NC(SCC(=O)NC2CCCCC2)=C(C#N)C1c1ccco1 (configuration not stated)	2.5%	8.6	47	-2%	-4%	-14%	i	2.4	2%	-4%	3%
CCOc1ccnc2c1c(=O)n(Cc1cc(OC)cc(OC)c1)c(=O)n2C	0.3%	1.6	51	-9%	8%	-2%	i	0.7	-8%	-1%	-16%
CCC(C(=O)NC1CCCCC1)n1c(SCc2ccccc2F)nc2ccncc21 (configuration not stated)	2.4%	-2.3	72	4%	4%	-4%	i	4.0	-4%	2%	6%
Cc1[nH]n(-c2ccccc2)c(=O)c1C=NCCc1ccccc1	-1.4%	0.7	43	-3%	10%	1%	i	0.1	-4%	6%	2%
Cc1ccsc1/C=N\NC(=O)Cn1nnc2ccccc21	0.6%	0.4	23	2%	1%	-11%	i	1.0	3%	-8%	7%
CC1CN(C(=O)COc2coc(CN3CCc4ccccc4C3)cc2=O)CC(C)O1 (configuration not stated)	·	-1.2	67	·	1%	·	i	0.9	·	-1%	·
COc1ccccc1/C=C1\SC(N2CCC(C)CC2)=NC1=O	-2.3%	1.9	71	3%	9%	4%	i	0.7	0%	-5%	-10%
O=C1c2ccccc2C(=O)N1C(CO)C(O)c1ccc([N+](=O)[O-])cc1 (configuration not stated)	1.2%	1.4	86	6%	4%	11%	i	0.5	-4%	3%	-1%
COc1ccc(C(=O)OCC(=O)Nc2nnc(-c3ccccc3)o2)cc1	4.5%	1.6	89	4%	2%	-1%	i	1.2	0%	-5%	-7%
COCCSc1nnc(NS(=O)(=O)c2ccc(F)cc2)s1	-1.0%	-0.5	41	-4%	4%	8%	i	0.3	-5%	2%	4%
NS(=O)(=O)c1ccc(NC(=S)N2CCN(c3ccccc3Cl)CC2)cc1	-2.3%	4.3	74	4%	11%	-4%	i	0.4	-5%	3%	8%
Cc1c(Cl)cccc1NC(=O)Nc1cc(C(C)(C)C)on1	-0.8%	17	39	-4%	7%	19%	i	0.4	1%	12%	-4%
CCc1nc2ccc(C(=O)N3CCN(CC)CC3)cc2nc1CC	-0.4%	0.7	53	0%	10%	0%	i	0.8	-2%	-4%	5%
O=C(/C=C/c1ccc(-c2ccccc2)cc1)NCc1cccnc1	0.8%	-1.1	42	-2%	11%	2%	i	0.8	-9%	1%	19%
COc1cc(CCc2ccc3c(c2)OCO3)oc(=O)c1	-1.8%	-1.8	90	9%	1%	15%	i	2.4	-4%	3%	10%
CN1CCN(Cc2cc(=O)oc3cc4c(cc23)CCC4)CC1	-3.5%	-1.2	95	6%	9%	-1%	i	0.9	-6%	13%	-2%
O=C(Nc1ccnn1C1CCN(Cc2ccccc2)CC1)C1CCCC1	-0.3%	-0.3	44	-2%	6%	-7%	i	0.2	-2%	4%	10%
COc1cccc(O[C@@H]2O[C@@H]3COC(C)(C)O[C@H]3[C@H](O)[C@H]2NC(C)=O)c1	-0.7%	-1.5	89	-3%	11%	6%	i	0.4	-6%	-1%	-1%

Single entries from above:
Salmonella PhoP GFP result of NS(=O)(=O)c1ccc(NC(=S)N2CCN(c3ccccc3Cl)CC2)cc1 → 3%
HIV peptide binding result of CN1CCN(Cc2cc(=O)oc3cc4c(cc23)CCC4)CC1 → -3.5%

Next part
SMILES	HIV peptide binding	NTR1 agonist	NTR1 agonist cell count 20 µM	Siah-1 displacement	MgcRacGAP inhibition	GPR35 antagonists	Myeloid diff 2	Myeloid diff 2 GFP+ MAC1+ %	LYP inhibition	Salmonella PhoP GFP	GPR55 antagonists
CCOc1ccc(NC(=O)CN(C)CC(=O)Nc2cccc(Cl)c2C)cc1OCC	-0.4%	-1.0	85	3%	0%	-4%	i	0.8	6%	-12%	-8%
c1ccc(CNc2ncnc3sc4c(c23)CCC4)nc1	0.6%	-1.5	49	2%	9%	18%	i	0.8	4%	4%	12%
COc1cc(CNc2ccc(S(N)(=O)=O)cc2)ccc1OCC(=O)NC1CCCCC1	-1.0%	2.2	32	2%	-1%	-6%	i	0.2	-3%	-14%	1%
O=C(CN1CCN(S(=O)(=O)N2CCCCC2)CC1)Nc1ccc(Cl)c(Cl)c1	-0.8%	2.9	38	-6%	8%	9%	i	0.2	-5%	11%	24%
Nc1nc2ccc(Cc3ccncc3)cc2s1	1.9%	-0.2	62	-5%	16%	4%	i	0.3	-12%	3%	-12%
CCCCCCN=CC1=C(O)CC(C)(C)CC1=O	-0.1%	-1.7	71	4%	5%	1%	i	1.1	-4%	-3%	7%
CSc1nnc2ccc(-c3ccc(C)cc3)nn12	-0.6%	2.1	53	5%	4%	-11%	?	·	-3%	-5%	-2%
COc1ccc(S(=O)(=O)N2CCC(C(=O)N[C@H](C(=O)NC3CCCC3)C(C)C)CC2)cc1	1.5%	0.6	69	2%	6%	11%	i	2.9	-12%	-9%	12%
CS(=O)(=O)Nc1nc2n(n1)C(c1ccccc1)CC(c1ccccc1)N2 (configuration not stated)	-1.9%	-0.4	49	-6%	7%	2%	i	0.8	-1%	-10%	-5%
CN(CC1CCCO1)S(=O)(=O)c1ccc(C(=O)Nc2nnc(-c3ccccc3)o2)cc1 (configuration not stated)	3.4%	1.5	65	-5%	4%	13%	i	1.0	-6%	0%	-3%
